High-throughput results as filed in PubChem.
LYPLA2 inh: LYPLA2 inhibitors, primary screen, counter-screen for PME1 inhibitor project, biochemical, fluorescence polarization, FP-Rh probe ABPP; Acyl-protein thioesterase 2 (Homo sapiens), O95372; inhibition, % at 5.9 µM; recombinant LYPLA2; 320,000 compounds, 0.38% hits;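 active = inhibition above the screen-wide mean plus 3 SD, limit set per campaign, cut at about 26% in these data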;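 note: 0% = LYPLA2 with DMSO and 100% = wells lacking LYPLA2 enzyme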
EBNA-1 inhibitor: EBNA-1 DNA-binding inhibitors, primary screen, biochemical, fluorescence polarization; AID 1950, 2009; inhibition, % at 14.8 µM; 300,000 compounds, 0.34% hits; in the data active = inhibition above about 28%
PAFAH2 inh: PAFAH2 enzyme inhibitors, primary screen, biochemical, fluorescence polarization, human; 340,000 compounds, 0.99% hits; recombinant PAFAH2, FP-rhodamine activity probe; Platelet-activating factor acetylhydrolase 2, cytoplasmic (Homo sapiens), Q99487; inhibition, % at 3.39 µM;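 active = inhibition above the mean over all tested compounds plus 3 SD, cut at about 30% in these data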;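 note: inhibitors block probe labeling of enzyme so polarization drops; 0% = enzyme with DMSO and 100% = wells lacking PAFAH2 protein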
PAFAH1B2 FP inh: PAFAH1B2 enzyme inhibitors, primary screen, biochemical, fluorescence polarization, human | AID 492953, 2010 | recombinant PAFAH1B2, FP-rhodamine activity probe | Platelet-activating factor acetylhydrolase IB subunit alpha2 (Homo sapiens), P68402 | inhibition, % at 3.39 µM | 340,000 compounds, 1.2% hits;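 active = inhibition above the mean of all tested compounds plus 3 SD, cut at about 24% in these data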;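 note: 0% = enzyme with DMSO and 100% = wells lacking PAFAH1B2; many of its hits are not listed in these tables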
pPAFAH inh: pPAFAH enzyme inhibitors, primary screen, biochemical, fluorescence polarization, human. AID 463082, 2010. Platelet-activating factor acetylhydrolase (Homo sapiens), Q13093. 330,000 compounds, 1.5% hits. inhibition, % at 3.39 µM. recombinant pPAFAH, FP-rhodamine probe fluorescence polarization;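 active = inhibition above the mean inhibition across the screen plus 3 SD, cut at about 25% in these data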;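 note: inhibitors block binding of the rhodamine activity-based probe so polarization drops; 0% = enzyme with DMSO and 100% = wells lacking pPAFAH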
Target sequence (Q13093 whole entry, looked up): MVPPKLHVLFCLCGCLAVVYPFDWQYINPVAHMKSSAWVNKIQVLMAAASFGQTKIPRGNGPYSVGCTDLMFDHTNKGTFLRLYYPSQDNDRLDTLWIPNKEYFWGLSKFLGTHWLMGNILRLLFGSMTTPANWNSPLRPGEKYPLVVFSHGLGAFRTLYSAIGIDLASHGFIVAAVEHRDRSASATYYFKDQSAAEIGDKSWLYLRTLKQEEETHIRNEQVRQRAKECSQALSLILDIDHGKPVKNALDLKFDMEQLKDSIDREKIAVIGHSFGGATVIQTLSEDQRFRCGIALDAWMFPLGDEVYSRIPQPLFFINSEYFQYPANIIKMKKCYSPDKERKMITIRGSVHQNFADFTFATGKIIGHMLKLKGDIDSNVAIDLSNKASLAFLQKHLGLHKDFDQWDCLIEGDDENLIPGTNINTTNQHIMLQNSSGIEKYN
PAFAH1B3 inh: PAFAH1B3 enzyme inhibitors, primary screen, biochemical, fluorescence polarization, human; Platelet-activating factor acetylhydrolase IB subunit alpha1 (Homo sapiens), Q15102; recombinant PAFAH1B3, FP-rhodamine probe; inhibition, % at 3.39 µM; 340,000 compounds, 0.28% hits;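 active = inhibition above the screen-wide average of all tested compounds plus 3 SD, cut at about 25% in these data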;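 note: 0% = enzyme with DMSO only and 100% = wells lacking PAFAH1B3 protein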
Target sequence (Q15102 whole entry, looked up): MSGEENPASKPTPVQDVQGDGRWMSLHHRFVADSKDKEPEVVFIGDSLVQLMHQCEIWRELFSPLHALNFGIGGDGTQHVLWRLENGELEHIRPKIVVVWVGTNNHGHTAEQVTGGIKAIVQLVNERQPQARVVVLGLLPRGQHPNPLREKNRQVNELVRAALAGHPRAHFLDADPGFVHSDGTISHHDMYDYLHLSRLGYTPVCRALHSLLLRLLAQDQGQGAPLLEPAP
ZTA DNA inh: ZTA (EBV) inhibition in EBNA-1 counter-screen | P03206 | ZTA-DNA binding, fluorescence polarization | inhibition, % at 11 µM | 320,000 compounds, 0.15% hits | AID 2234; in the data active = inhibition above about 33%
LYPLA1 inh: LYPLA1 inhibitors, primary screen, counter-screen for PME1 inhibitor project, biochemical, fluorescence polarization, FP-Rh probe ABPP | Acyl-protein thioesterase 1 (Homo sapiens), O75608 | recombinant LYPLA1 | inhibition, % at 5.9 µM | 320,000 compounds, 0.16% hits | AID 2174, 2009;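 active = inhibition above the mean of all tested compounds plus 3 SD, set per campaign, cut at about 14% in these data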;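 note: inhibitors block serine hydrolase probe labeling of LYPLA1 so polarization falls; 0% = enzyme with DMSO and 100% = wells lacking LYPLA1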
Target sequence (O75608 whole entry, looked up): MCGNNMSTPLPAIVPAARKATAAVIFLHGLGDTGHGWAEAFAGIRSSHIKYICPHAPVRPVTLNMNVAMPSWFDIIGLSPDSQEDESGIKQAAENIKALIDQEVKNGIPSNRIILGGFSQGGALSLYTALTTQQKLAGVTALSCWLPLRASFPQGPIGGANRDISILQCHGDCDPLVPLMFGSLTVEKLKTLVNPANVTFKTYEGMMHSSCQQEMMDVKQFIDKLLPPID
PREPL inhibitor: PREPL enzyme inhibitors, primary screen, biochemical, fluorescence polarization; Prolyl endopeptidase-like (Homo sapiens), Q4J6C6; recombinant PREPL, fluorescence polarization activity-based probe; inhibition, % at 5.96 µM; 320,000 compounds, 0.68% hits; AID 2751, 2010; in the data active = inhibition above about 43%;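 note: 0% = enzyme with DMSO and 100% = wells lacking enzyme; many of its hits are not listed in these tables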
Numbers without * were called inactive; . = not tested or not shown. These rows are one share of the data; the hit share may differ from the screen's.

SMILES	LYPLA2 inh	EBNA-1 inhibitor	PAFAH2 inh	PAFAH1B2 FP inh	pPAFAH inh	PAFAH1B3 inh	ZTA DNA inh	LYPLA1 inh	PREPL inhibitor
COc1ccc(-c2nnc(N3CCC(C)CC3)c3ccccc23)cc1	2.4	4.5	-2.1	-1.2	4.4	0.8	-29.1	-3.9	1.2
Nc1ccc(O)c([N+](=O)[O-])c1	3.3	.	4.2	3.7	12.2	6.5	-10.6	2.5	8.9
COc1ccc(C(=O)NCCNC(=O)c2ccc(C)nc2)cc1	-4.3	11.2	-2.6	0.5	3.5	12.1	10.7	-2.4	-5.8
COC(=O)CCN(C(=O)c1ccc(OC(C)=O)cc1)c1ccccn1	-2.8	-0.9	-1.6	-0.1	-3.2	-2.7	3.4	-4.4	4.0
O=C1[C@@H]2Cc3c([nH]c4ccccc34)C(c3ccccc3)N2C(=O)CN1C1CCN(Cc2ccccc2)CC1 (stereo partly specified)	-3.4	-13.1	0.5	4.1	10.7	4.7	-7.3	-3.1	28.9
COc1cc([N+](=O)[O-])ccc1NC(=O)N1CCCCCC1	1.9	8.1	7.0	4.1	2.6	9.7	12.2	-1.7	4.6
CN1CCC(N(C)C(=O)COc2ccccc2-c2ccccc2)CC1	3.2	7.2	-1.9	4.3	0.3	6.5	-10.7	0.3	15.3
CC(=O)C[C@@H](O)CC(=O)[C@@H]1OC(=O)CCCCCCc2ccccc21	.	.	-0.7	12.5	0.2	2.4	.	.	8.3
CC(=O)c1ccc(NC(=O)CSc2nc(N)c3cc4c(nc3n2)CCCC4)cc1	-13.4	4.8	-10.8	-5.6	-4.8	-4.4	-25.1	-9.4	-15.4
NC(=O)c1ccc(-n2nnnc2Oc2ccccc2)cc1	0.1	-6.5	-1.4	2.3	4.9	7.7	22.6	-0.7	2.8
COc1cc2nc(CSc3ncn[nH]3)[nH]c(=O)c2cc1OC	4.7	0.1	0.8	2.6	6.5	-0.6	0.5	3.9	2.2
Cc1cc(C)c(NC(=O)C2CCN(c3cnccn3)CC2)c(C)c1	0.0	-4.7	-6.5	0.1	-0.6	-0.6	0.5	-1.1	0.7
C[C@@H](C(=O)NCc1c(F)cccc1Cl)N1C(=O)N2CCc3c([nH]c4ccccc34)[C@@]2(C)C1=O	-2.2	-3.5	-2.1	2.3	-11.6	3.6	-2.4	0.9	2.6
COc1ccc2c(c1)[C@H]1[C@H](CO2)[C@H](c2ccccc2)[C@]2(C)C(=O)N(Cc3ccc(C)cc3)CC(=O)N12	.	.	5.8	-0.6	-2.0	4.2	.	.	-2.9
CCOc1ccc(NC(=O)CN(C)CC(=O)Nc2cccc(Cl)c2C)cc1OCC	-2.0	-5.1	-7.6	0.5	-1.4	-1.1	-6.9	-2.9	24.7
CCc1ccc2[nH]c(C)c(CN3CCCCCC3)c(=O)c2c1	-0.5	-15.7	-3.8	-4.0	0.8	-2.1	6.4	-1.3	7.5
CCCCC(=O)N1C/C=C\C(c2ccc(OC)cc2)N(Cc2ccc(F)cc2)C(=O)C1 (stereo unspecified)	0.7	8.1	1.4	0.0	2.3	4.7	-3.7	1.1	8.3
O=C(NC(=C(Cl)Cl)S(=O)(=O)c1ccc(Cl)cc1)c1ccccc1	3.6	-3.3	22.0	-1.9	-0.9	11.5	13.5	-3.1	-2.2
N#CCCn1cc(/C=N/O)c(-c2ccccc2)n1	1.8	9.2	-2.9	7.2	-1.4	6.5	3.5	-1.1	6.5
O=C(CSc1nnnn1C1CCCC1)NCCc1ccccc1	0.2	-3.1	2.4	3.5	-1.3	-3.5	0.4	1.4	11.2
CC[C@]1(c2cccc(C)c2)C(=O)N(C(=O)OC)N1C(=O)OC	-0.7	3.5	0.2	7.0	-1.4	8.9	-8.0	0.8	17.6
Cc1ccccc1C(=O)N1CCN(c2ccc(NC(=O)c3ccco3)cc2Cl)CC1	8.4	0.3	-1.7	-0.4	8.9	5.7	-2.7	6.2	2.8
CCCCN(C(=O)C1=COCCO1)c1c(N)n(CCCC)c(=O)[nH]c1=O	3.3	15.5	-3.5	-1.0	-3.0	2.6	-12.4	4.0	17.9
Clc1ccccc1-c1ccc2ncnc(NCc3cccnc3)c2c1	.	.	4.8	2.0	6.0	6.7	.	.	-6.0
CCOC(=O)CC(=O)Nc1ccsc1C(N)=O	2.8	9.4	-2.6	6.1	-2.5	3.4	-4.4	0.7	9.7
CC(C)n1c(SCC(=O)Nc2nc3ccccc3s2)nc2c1c(=O)n(C)c(=O)n2C	2.8	4.8	-20.1	2.4	1.3	10.1	-6.5	-3.2	36.0
Cc1ccc(N2C(=O)c3ccccc3C2Nc2ccc(S(=O)(=O)N3CCOCC3)cc2)nc1 (stereo unspecified)	2.7	2.7	-1.1	1.9	2.5	-6.9	5.0	0.8	27.0
CC[C@H](C)[C@H](NC(=O)OCc1ccccc1)C(=O)OCC(=O)Nc1ccc(N2CCOCC2)cc1	5.1	7.4	4.0	6.6	10.4	-1.9	12.1	-1.1	9.3
CS(=O)(=O)N(CC(=O)Nc1ccc(F)cc1F)c1cccc([N+](=O)[O-])c1	3.6	5.2	0.3	3.7	2.1	5.1	-7.5	2.4	-12.5
CCSC(=Nc1ccccc1)N1CCOCC1	-2.0	-7.0	.	.	2.0	.	-6.1	-1.6	-4.1
CCC1CCC2(CC1)NC(=O)N(CC(=O)Nc1cc(C)on1)C2=O (stereo unspecified)	0.9	-4.0	2.0	-1.9	2.2	-1.5	-0.7	-1.0	-1.1
CCc1ccc(NC(=O)CSc2nc(=O)n(CCN(C)C)c3c2CCCC3)cc1	-1.2	8.5	-2.8	1.1	-0.3	8.5	-12.6	-3.5	24.6
Cc1cc(=O)c(C(=O)O)nn1-c1cccc(C(F)(F)F)c1	1.8	1.5	-10.6	5.1	2.3	6.5	4.2	-1.5	-3.5
O=C(CCC1CCN(C(=O)c2ccccc2Cl)CC1)NCc1ccc(F)cc1	-0.9	2.4	-0.3	6.4	2.7	-1.6	3.8	-1.2	-2.2
CCC1CN(C(=O)N2CCC(C(=O)NCc3cc(OC)c(OC)c(OC)c3)CC2)c2ccccc2O1 (stereo unspecified)	-4.7	-3.0	-0.7	6.9	3.4	9.1	9.8	-1.9	0.1
CCn1c(SCC(=O)N2CCOCC2)nc2ccccc21	-8.0	-4.1	-0.6	6.5	1.8	2.1	5.2	1.2	5.2
O=C(NCCN1CCOCC1)c1ccc2ccccc2c1	-8.6	2.8	-2.0	-1.8	3.6	1.2	1.4	-2.5	0.2
CSc1nc2nc(-c3ccc(F)cc3)c(CCN3CCN(C)CC3)cn2n1	2.2	-0.1	1.4	-4.4	1.7	3.9	11.1	3.6	-3.7
CCC(=O)N1CCc2cc(S(=O)(=O)N(C)c3ccc(OC)cc3OC)ccc21	5.6	-24.4	2.1	1.3	4.1	7.2	-12.4	-0.4	2.6
C/C(=N/O)c1no[n+]([O-])c1/C(C)=N\O	1.6	-1.0	6.2	8.5	1.8	8.3	-10.7	-0.4	5.9
O=C(NCCCn1ccnc1)NC(C(F)(F)F)C(F)(F)F	5.3	-4.3	-4.4	-1.0	5.2	-6.4	-15.7	1.5	4.0
Cn1c(SCC(=O)NC(C)(C)C)nnc1-c1cnccn1	1.2	6.5	2.0	0.2	6.5	-3.2	13.7	4.2	5.9
Cc1ccccc1NC(=O)CSc1n[nH]c(-c2ccco2)n1	2.5	6.2	4.0	4.7	1.4	-0.8	-35.4	0.2	8.2
Cc1cc(C)c(N(CC(=O)NCc2ccccc2)C(=O)c2csnn2)c(C)c1	-1.4	2.7	-5.0	-2.6	-3.7	1.4	-5.8	3.3	12.5
CN(C)c1cccc(C(=O)NNC(=O)NC2CCCCC2)c1	-3.1	-8.2	0.1	-2.4	5.7	1.6	-8.4	1.0	6.1

Continued, overlapping the part above by two compounds.
SMILES	LYPLA2 inh	EBNA-1 inhibitor	PAFAH2 inh	PAFAH1B2 FP inh	pPAFAH inh	PAFAH1B3 inh	ZTA DNA inh	LYPLA1 inh	PREPL inhibitor
Cc1cc(C)c(N(CC(=O)NCc2ccccc2)C(=O)c2csnn2)c(C)c1	-1.4	2.7	-5.0	-2.6	-3.7	1.4	-5.8	3.3	12.5
CN(C)c1cccc(C(=O)NNC(=O)NC2CCCCC2)c1	-3.1	-8.2	0.1	-2.4	5.7	1.6	-8.4	1.0	6.1
COc1cc(C(=O)N2CCC(C(=O)Nc3cccc(C(C)=O)c3)CC2)cc(OC)c1OC	2.6	-6.2	-7.5	-5.0	2.5	14.1	-6.2	3.0	-0.9
CC1(C)[N+]([O-])=C2C(=[N+]([O-])C1(C)C)c1ccccc1/C2=N\O	-1.5	-0.9	0.3	1.6	-4.4	-6.7	-6.5	-1.1	3.1
N#CCN(C(=O)COC(=O)C1CC2CCCC(C1)C2=O)c1ccccc1 (stereo unspecified)	-9.3	5.2	1.3	6.7	-7.3	6.7	-4.7	0.6	12.1
O=C(CCC(=O)N1CCOc2ccccc21)N1CCCCC1	5.6	-9.8	8.8	5.0	-8.9	0.5	-2.3	2.5	-2.3
O=C(c1ccc(F)cc1)N1CCN(C2CCC(c3ccccc3)CC2)CC1 (stereo unspecified)	17.5	-0.2	13.3	2.7	-0.2	-9.8	2.5	2.8	7.6
O=C(CSc1ccccc1)NN1C(=O)c2ccccc2C1=O	-1.2	-6.0	-0.5	9.7	-2.4	5.7	11.7	1.2	5.9
COc1ccc(C2C3=C(CC(C)(C)CC3=O)Nc3c2c(=O)[nH]c(=O)n3Cc2ccccc2)cc1 (stereo unspecified)	-2.0	4.1	14.4	2.6	1.2	-0.1	-6.1	6.6	10.9
O=C(NCCN1CCOCC1)c1cc(-c2ccc(Br)cc2)on1	3.7	-1.0	-6.7	1.1	4.2	5.5	-12.3	1.2	12.0
O=C(NC1CC1)C1CCN(C2CCN(C(=O)/C=C/c3cccs3)CC2)CC1	3.5	1.4	3.3	2.6	1.1	7.4	4.7	-0.8	7.0
Cc1ccc(N2CN(Cc3cccnc3)CNC2=S)cc1	-8.8	-12.7	-0.3	-4.6	-5.8	-0.3	-0.5	-3.2	-0.7
CCOC(=O)C(NC(=O)CC)(Nc1sc2c(c1C(=O)OC)CCN(C)C2)C(F)(F)F (stereo unspecified)	-0.6	4.0	0.8	9.3	3.7	9.8	-12.3	-3.1	-3.4
CN(c1ccc(OCC(=O)NCc2cccnc2)cc1)S(=O)(=O)c1ccc(Cl)cc1	-0.9	-8.9	3.0	5.9	0.1	7.1	-8.6	2.2	21.3
CSc1ccccc1NC(=O)CN(C)CC(=O)NCc1ccccc1	-6.4	-7.4	6.2	4.7	-2.6	9.9	5.4	-9.4	-11.7
COC(=O)c1c(NC(=O)c2ccco2)sc2c1CCN(C(C)=O)C2	-1.6	-7.3	-0.9	-0.8	-5.1	-8.0	20.0	-0.7	9.4
COCC(C)n1c(C)cc(C(=O)COC(=O)/C=C/c2cccc(F)c2)c1C (stereo unspecified)	0.8	-3.5	9.2	3.1	8.2	5.3	3.2	-0.8	12.6
